Screening data: PubChem, National Center for Advancing Translational Sciences (NCATS)
TRHR PAM: TRH receptor (human) allosteric enhancement; 360,000 compounds, 0.66% hits; enhancement, % at 2 µM; TRHR cells, fluo-8 calcium fluorescence, EC20 TRH enhancement; P34981; in the data active = enhancement above about 30%; note: 0% is about no effect
Target sequence (P34981 whole entry, looked up): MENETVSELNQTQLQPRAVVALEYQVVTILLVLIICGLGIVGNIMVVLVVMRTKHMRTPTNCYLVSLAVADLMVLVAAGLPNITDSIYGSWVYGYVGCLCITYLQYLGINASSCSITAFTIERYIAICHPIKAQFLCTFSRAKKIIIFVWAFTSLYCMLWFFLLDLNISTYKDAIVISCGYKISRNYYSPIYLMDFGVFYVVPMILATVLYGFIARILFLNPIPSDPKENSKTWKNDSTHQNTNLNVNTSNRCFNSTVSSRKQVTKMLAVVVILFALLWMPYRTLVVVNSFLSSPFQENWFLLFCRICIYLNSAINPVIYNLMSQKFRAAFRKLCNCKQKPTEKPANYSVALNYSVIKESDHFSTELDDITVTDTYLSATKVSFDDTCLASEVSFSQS
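Enhancer read-out: after compound pinning and an initial kinetic agonist-mode read, an EC20 of TRH (10 nM final) was injected and fluo-8 calcium signal (Ex 480/Em 530) followed at 1 s/cycle for 100 cycles in TRHR-expressing cells.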
D2 PAM: positive allosteric modulators of human D2 dopamine receptor | HEK293 T-REx D2, calcium flux, EC20 dopamine potentiation | AID 485347 | potentiation, % at 10 µM | 340,000 compounds, 0.34% hits;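 active = potentiation over 3 SD above the plate norm, cut at about 30% in these data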; note: 0% is about no effect
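Tetracycline-induced Hek293 Trex D2 cells, force-coupled to calcium, loaded with no-wash calcium dye. Compound added with 180 s kinetic read for agonism, then EC20 dopamine and a further 180 s read for potentiation.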
D1 agonist: agonists of human D1 dopamine receptor; HEK293 T-REx D1 cells, calcium flux, agonist mode; 360,000 compounds, 1% hits; activation, % at 2 µM; AID 504660; P21728; in the data active = activation above about 30%; note: 0% is about no effect
Target sequence (P21728 whole entry, looked up): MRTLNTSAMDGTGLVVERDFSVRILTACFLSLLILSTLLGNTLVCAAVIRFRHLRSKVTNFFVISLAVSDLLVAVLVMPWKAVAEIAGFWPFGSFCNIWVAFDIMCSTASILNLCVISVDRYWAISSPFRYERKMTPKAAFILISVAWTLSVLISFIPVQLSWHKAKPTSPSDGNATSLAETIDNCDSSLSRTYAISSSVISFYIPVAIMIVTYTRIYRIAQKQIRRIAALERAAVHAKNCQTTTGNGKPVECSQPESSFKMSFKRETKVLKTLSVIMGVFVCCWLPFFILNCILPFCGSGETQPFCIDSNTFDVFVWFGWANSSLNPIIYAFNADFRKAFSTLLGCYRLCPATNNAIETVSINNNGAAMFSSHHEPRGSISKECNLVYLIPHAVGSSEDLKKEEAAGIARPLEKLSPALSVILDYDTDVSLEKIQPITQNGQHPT
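Agonism was scored from calcium flux recorded over 180 s (1 read/s) after pintool compound addition, following a 10-cycle baseline. Cells were inducible force-coupled HEK293 TREx D1, plated overnight at 30 C and loaded with no-wash calcium dye.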
D1 potentiator: potentiators of human D1 dopamine receptor | HEK293 TREx D1 cells, calcium flux, dopamine EC20 potentiation | potentiation, % at 10 µM | 360,000 compounds, 0.036% hits; in the data active = potentiation above about 30%; note: 0% is about no effect
D2 antagonist: D2 dopamine receptor (human) antagonism | P14416 | HEK293 TREx D2 cells, calcium flux, dopamine EC80 | inhibition, % at 10 µM | 340,000 compounds, 2% hits | AID 485344; in the data active = inhibition above about 30%; note: 0% is about no effect
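Compounds are added to dye-loaded, induced HEK293 T-REx cells coupled to calcium release via D2; after a 3 min kinetic read an EC80 dopamine stimulus is given and fluorescence is recorded for 3 more min.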
RXFP1 antagonist: antagonists of human relaxin receptor RXFP1; AID 1259400; Q9HBX9; HEK293-RXFP1, relaxin-stimulated cAMP HTRF, 30 min; stronger effect = lower value; activity change, negative = inhibition, % at 57.5 µM; 350,000 compounds, 0.59% hits;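 active = activity change of -60% or lower, but not beyond a set lower limit; inconclusive = change between -60% and -40%, or beyond the set limit; inactive = change above -40%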; note: % is set by controls: 0 for no effect and ±100 for the full control effect
RXFP1 agonist: agonists of human relaxin receptor RXFP1. HEK293T-RXFP1 cAMP TR-FRET, 30 min; response scale: percent of porcine relaxin response, buffer zero. Potency, µM (highest dose often 57.5 µM), without a hit: at the top dose activation, most hits filed as activators. 370,000 compounds, 0.3% hits. AID 2676; active = well fitted activation curve with a large enough effect; inconclusive = small, poorly fitted or top-dose-only effect; note: potency is the fitted concentration of half-maximal effect; % is set by controls: 0 for no effect and ±100 for the full control effect; nearly all actives have a fitted effect of over 60% in size; many of its hits are not listed in these tables
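HEK293T cells stably expressing RXFP1 were pretreated with the PDE4 inhibitor Ro 20174, exposed to compounds for 30 min at 37C, lysed, and cAMP was read by TR-FRET. Data normalized to buffer (basal) and 29 nM porcine relaxin (100%).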
D2 ag: agonists of human D2 dopamine receptor | P14416 | HEK293 T-REx D2 cells, calcium flux agonist mode | activation, % at 2 µM | 340,000 compounds, 0.53% hits | AID 485358;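 active = activation over 3 SD above normal in the single-dose calcium agonist read, cut at about 30% in these data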; note: 0% is about no effect
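Calcium-flux readout, 1 cycle/sec over 180 s following compound pin transfer, in inducible HEK293 Trex D2 cells (force-coupled); dopamine controls included. Positive calcium responses during this window marked compounds as potential agonists.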
D1 antagonist: human D1 dopamine receptor antagonism; AID 504652; HEK293 TREx D1 cells, calcium flux, dopamine EC80; stronger effect = lower value; activity change, negative = inhibition, % at 10 µM; 360,000 compounds, 3.2% hits; in the data active = activity change below about -30%; note: % is set by controls: 0 for no effect and ±100 for the full control effect
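Inducible Hek293 Trex D1 cells (tetracycline, overnight, 30 C). Calcium dye 30–90 min RT. Antagonist mode: EC80 dopamine added after 180 s compound read.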
* = called active by the depositor; ? = inconclusive; nt = no result given; & = joins results of further samples.

SMILES	TRHR PAM	D2 PAM	D1 agonist	D1 potentiator	D2 antagonist	RXFP1 antagonist	RXFP1 agonist	D2 ag	D1 antagonist
Cc1ccc(CNc2nc3ccccc3n3nnnc23)cc1	-3	-4	6	-3	-11	6	?	0.8	6
COc1ccc2c(c1)N(C(=O)CSc1n[nH]c(C)n1)C(C)(C)C=C2C	-8	nt	-1	-2	nt	-4	-1.1%	nt	-13
O=C(NCc1ccc2c(c1)OCO2)c1ccc(S(=O)(=O)N2CCOCC2)cc1	6	3	3	6	-20	-11	0.2%	0.3	-10
CCOc1ccc(C2c3c(-c4ccccc4O)n[nH]c3C(=O)N2Cc2cccnc2)cc1OC (stereo not drawn)	4	15	-1	0	nt	-27	1.0%	1.9	-1
CC(C)CN(CC(C)C)S(=O)(=O)N1CCC(C(=O)NC2CCCCCCC2)CC1	-7	-11	5	0	13	6	-0.6%	-0.5	-36*
CC(C)Oc1cc(NC(=O)CS(=O)CC(=O)N(C)C)c(Cl)cc1Cl (stereo not drawn)	4	23	1	7	14	-14	2.0%	1.3	8
CCCCn1c(SCC(=O)NC2CCS(=O)(=O)C2)nc2cc(S(N)(=O)=O)ccc21 (stereo not drawn)	-3	3	3	-1	-2	5	0.1%	0.6	6
NC(=O)NC(=O)CSc1nc(C2CCCCC2)n(-c2ccccc2)n1	-3	-2	0	0	4	-23	3.3%	-0.4	-8
CC(=O)Nc1ccc(S(=O)(=O)NC2=C(N3CCN(C)CC3)C(=O)c3ccccc3C2=O)cc1	7	-3	4	-3	2	1	-2.7%	-0.4	1
CN(Cc1cccs1)C(=O)c1ccc(S(=O)(=O)N2CCCCC2)cc1	-2	-8	0	-16	-8	-3	4.1%	0.3	7
COc1cccc(NC(=O)C2CCC(CNS(=O)(=O)c3ccc4c(c3)CC(C)N4C(C)=O)CC2)c1 (stereo not drawn)	-5&3	-6	4&6	-5&-6	nt	-24&-38	0.9%&0.4%	0.7	3&-4
COc1ccc(CCNc2ncnc3c2cnn3-c2ccc(C)c(Cl)c2)cc1	0	-8	3	-4	nt	-34	0.8%	0.2	-63*
O=C(O)c1ccc(NC(=S)NC2CCCCC2)cc1	0	-3	2	-1	2	8	0.7%	0.3	1
COc1ccc(-n2c3c(cc(-c4nc(-c5ccc(Cl)cc5)cs4)c2=O)C(=O)CC(C)(C)C3)cc1	3	2	-2	5	nt	-18	0.5%	0.1	-3
CCOC(=O)c1ccc(NC(=O)CSc2ccc(-c3ccccn3)nn2)cc1	-1&-3	8&1	6&5	6&-4	-6	-10&-5	16%&22%	-0.6&-0.3	2&-9
CCOC(=O)/C(=N\Nc1ccccc1Cl)N1CCN(C)CC1	5	-7	1	1	-13	nt	0.1%	-1.0	9
Cc1ccc(/C(O)=C2\C(=O)C(=O)N(C)C2c2cccc([N+](=O)[O-])c2)cc1 (stereo not drawn)	-1	-2	4	-1	-11	15	3.7%	-0.8	-1
COc1ccc(-n2c(CCc3ccccc3)nnc2SCC(=O)c2ccc(Cl)cc2)cc1	-3	-11	16	-3	2	1	-1.6%	2.8	10
CC(=O)N1CCCc2cc(S(=O)(=O)N3CCCC(C)C3)ccc21 (stereo not drawn)	5	-2	4	-6	0	6	2.3%	0.9	8
CCOC(=O)c1c(NC(=O)c2cccs2)sc(C(=O)N(C)C)c1C	6	5	1	-2	2	-11	3.5%	0.9	1
COc1ccc(CC(=O)NNC(=O)CCc2ccccc2)cc1	18	6	3	2	26	-5	-0.3%	-0.6	-11
CC(C)CCN(CC(=O)NCc1ccc(F)cc1)S(=O)(=O)c1ccccc1F	-1	13	5	-1	-16	-13	0.7%	0.4	0
COc1ccc2c(c1)c(=O)oc1c(C)c(OC(C)C(=O)NCC3CCC(C(=O)O)CC3)ccc12 (stereo not drawn)	-4	-8	1	-3	-10	nt	1.4%	-1.0	-6
O=C(c1ccccc1-c1nc(-c2ccccc2Cl)no1)N1CCOCC1	-2	-4	1	-3	-5	-26	0.1%	-0.1	-14
O=C(N/N=C/C(Br)=C/c1ccccc1)C1CC1	-8	4	2	-6	-4	-15	2.1%	-0.2	-41*

Arranged by molar mass (low to high): part of the list above
SMILES	TRHR PAM	D2 PAM	D1 agonist	D1 potentiator	D2 antagonist	RXFP1 antagonist	RXFP1 agonist	D2 ag	D1 antagonist
Cc1ccc(CNc2nc3ccccc3n3nnnc23)cc1	-3	-4	6	-3	-11	6	?	0.8	6
COc1ccc(CCNc2ncnc3c2cnn3-c2ccc(C)c(Cl)c2)cc1	0	-8	3	-4	nt	-34	0.8%	0.2	-63*
CC(C)Oc1cc(NC(=O)CS(=O)CC(=O)N(C)C)c(Cl)cc1Cl (stereo not drawn)	4	23	1	7	14	-14	2.0%	1.3	8
O=C(NCc1ccc2c(c1)OCO2)c1ccc(S(=O)(=O)N2CCOCC2)cc1	6	3	3	6	-20	-11	0.2%	0.3	-10
CCCCn1c(SCC(=O)NC2CCS(=O)(=O)C2)nc2cc(S(N)(=O)=O)ccc21 (stereo not drawn)	-3	3	3	-1	-2	5	0.1%	0.6	6

More structures
SMILES	TRHR PAM	D2 PAM	D1 agonist	D1 potentiator	D2 antagonist	RXFP1 antagonist	RXFP1 agonist	D2 ag	D1 antagonist
CCCN1CCN(C(=O)c2ccc(Sc3ccc(C)cc3)c(NC(C)=O)c2)CC1	-3	-7	1	-2	-23	-11	0.7%	0.5	33
Cc1noc(NS(=O)(=O)c2ccc(NC(=O)c3ccc(Br)cc3)cc2)c1C	1	-3	1	-1	nt	-5	7.7%	nt	14
COc1ccc(/C=N/NC(=O)CNC(=O)/C=C/c2ccco2)cc1OC	7	-7	1	-3	-6	-1	1.6%	0.3	15
COc1ccc(-c2[nH]ncc2CNC(C)CCn2cccn2)c(F)c1 (stereo not drawn)	-4	-8	3	-5	21	-11	2.2%	17	-7
CCCS(=O)(=O)N1CCC(C(=O)NC2CCCCC2C)CC1 (stereo not drawn)	1	-1	3	-3	10	-9	-0.7%	0.7	5
COC(=O)CN(C)C(=O)c1ccc(OC)c(OC2CCN(C(C)C)CC2)c1	0	19	-1	2	18	8	-1.1%	2.8	-11
CCn1cc(C(=O)N2CCN(c3ccc(OC)cc3)CC2)c2cc(OC)c(OC)cc2c1=O	-1&6	-2&8	1&3	-3&3	7	2	2.9%&2.1%	0.2&-0.2	15&-5
CC(=O)OCc1nc2ccccc2s1	-6	-3	3	-3	10	7	-1.3%	-1.1	9
COc1cc(NC(=O)CN(c2ccc(C)cc2)S(=O)(=O)c2cccc3nonc23)cc(OC)c1	3	-1	1	2	nt	nt	0.1%	0.9	13
O=C(/C(=C(\[O-])c1ccccc1)[n+]1ccc2ccccc2c1)c1ccccc1	0	-5	4	0	1	3	-1.3%	0.9	2
O=C(Nc1c(C(=O)O)oc2ccccc12)c1ccc(C(F)(F)F)cc1	-3	6	3	2	nt	-22	-0.1%	0.1	4
Cn1c(=O)n(C)c2cc(NC(=O)COc3ccc(F)cc3)ccc21	-1	4	2	7	-1	-1	-1.3%	0.0	-17
CCOC(=O)C1=C(CSc2nc(-c3ccccc3)ccc2C#N)OC(N)=C(C#N)C1c1ccc(OC)cc1 (stereo not drawn)	-3	6	17	-4	-12	-15	2.2%	8.2	1
Cc1ccc(-c2ccc(SCC(=O)NCC3CCCO3)nn2)cc1 (stereo not drawn)	0	-5	3	-2	-1	-9	0.8%	-0.5	-34*
COc1ccccc1NS(=O)(=O)c1ccc(NC(=O)CCNC(=O)c2ccco2)cc1	14	3	5	-7	-9	8	0.6%	-1.0	6
CCSc1nc2c(c(=O)[nH]1)C(C(C)C)C(C#N)=C(N)O2 (stereo not drawn)	12	0	1	nt	-10	23	14%	45*	32
Cc1ccccc1Cn1c(SCc2ccc(C(=O)NC(C)c3ccccc3)cc2)nc2ccncc21 (stereo not drawn)	-4	14	12	-1	nt	-5	-0.5%	nt	-15
COc1ccccc1NC(=O)c1sc2nc3n(c(=O)c2c1C)N=C(c1cccc(Br)c1)CS3	4	-9	3	-3	nt	4	2.5%	0.8	-12
CCCC(=O)Nc1c2c(nn1-c1ccc(C)cc1C)CSC2	-3	-6	1	1	11	16	-0.1%	-0.1	-13
COC(=O)C1=C(C)NC(=O)/C1=C\N(C)C	-3	8	4	7	-12	-3	-0.7%	0.1	9
COCCCNC(=O)Cn1cnc2sc(C)c(S(=O)(=O)N3CCC(C)CC3)c2c1=O	3	-2	0	4	nt	-10	-1.5%	nt	-3
Nc1nc(CN2CCN(c3cccc(Cl)c3)CC2)nc(N2CCCc3ccccc32)n1	2	-16	0	0	70*	-5	0.1%	42*	5
CS(=O)(=O)CCC(C(=O)OCc1ccc(Br)cc1)N1C(=O)c2ccccc2C1=O (stereo not drawn)	-2	-3	2	-7	2	-6	-0.8%	1.1	-19
COCCCNC(=O)C1CCN(S(=O)(=O)c2ccc3nc4c(c(C(=O)O)c3c2)CCCCC4)CC1	-2	7	0	-7	-15	7	2.1%	-0.5	-1
Cc1cc(C(=O)OC(C)C(=O)Nc2cccc(Cl)c2)on1 (stereo not drawn)	1	-7	3	-8	11	-8	-0.2%	0.1	-5
(continued)
SMILES	TRHR PAM	D2 PAM	D1 agonist	D1 potentiator	D2 antagonist	RXFP1 antagonist	RXFP1 agonist	D2 ag	D1 antagonist
COc1ccc(-c2noc(COC(=O)c3ccco3)n2)cc1OC	3	16	1	0	-31	-4	3.2%	0.4	1
Cc1ccccc1CC(=O)Nc1ccc(S(=O)(=O)N2CCOCC2)cc1	-7	9	5	-3	-3	2	2.1%	0.3	12
CC[C@@H](C)[C@@H](C(=O)N1CCN(C(=O)OC(C)(C)C)CC1)n1cc(CCCN=C(NC(=O)OC(C)(C)C)NC(=O)OC(C)(C)C)nn1	10	13	2	2	3	nt	-2.1%	-0.2	8
COc1ccc(OC)c(CCNC(=O)CCc2nnc3ccc(N4CCCC4)nn23)c1	5	10	1	-2	1	-11	13%	-0.4	26
CCOc1ccc(C2C(C(C)=O)=C(O)C(=O)N2CCc2c[nH]c3ccccc23)cc1 (stereo not drawn)	5	6	0	0	-14	-17	15%	-1.3	5
COc1cccc(CNCCN2CCOCC2)c1OC	-2	-8	2	-6	26	0	1.8%	0.4	4
CN(C)CCN1C(=O)c2oc3ccccc3c(=O)c2C1c1ccccc1 (stereo not drawn)	5	-5	5	-2	-1	nt	0.2%	1.3	12
N#CCCn1cc(C(=O)Nc2ccc(C(=O)O)cc2)c(-c2cccs2)n1	7	-4	1	1	-17	-1	0.5%	0.6	4
CCN(CC(=O)Nc1ccccc1C(F)(F)F)CC(=O)NC1CC1	-2	3	2	2	13	-5	-1.2%	0.4	5
COCCCNc1nc(CC(C)C)nc2c1nnn2Cc1ccccc1	6	9	-1	-8	-7	-2	-1.9%	0.3	8
S=C(NCCc1ccccc1)NCc1cccc(Cl)c1	-10	0	0	18	nt	2	-2.7%	nt	3
Cc1cc(C)cc(NC(=S)N2CCN(S(=O)(=O)c3ccccc3)CC2)c1	-8	-9	2	9	6	-5	1.3%	14	-4

An excerpt; count on the stated rates, not on these rows.
